Compound activity as filed in PubChem.
Lamin A splicing – qHTS Assay for Modulators of Lamin A Splicing; Potency, µM (top dose mostly 46.1 µM), without a hit: at the top dose ratio change, negative = inhibition, hits mostly inhibitors; hit rate 0.01% among 200,000; HeLa LMNA splicing GFP/RFP minigene ratio, 48 h; AID 1487, 2009; active = well fitted inhibition curve with a large enough effect in the signal ratio, with a control signal flat, not every such curve was filed as active; inconclusive = small, poorly fitted or top-dose-only effect, or effect the other way, or a change in a side signal; the % refers to the signal ratio; also: % is scaled to controls: 0 for no effect and ±100 for the full control effect
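S3 HeLa cells stably expressing lamin A-EGFP splicing minigene plus DsRed2, 600 cells/well, 48 h compound exposure at 37C. Laser-scanning cytometry; analysed as GFP (500-530 nm)/RFP (575-640 nm) total intensity ratio; 0.5% DMSO vehicle.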
TRb SRC2 PPI – qHTS for Inhibitors of the Interaction of Thyroid Hormone Receptor and Steroid Receptor Coregulator 2. TRbeta-SRC2 peptide binding, fluorescence polarization; receptor liganded with 1 µM T3. AID 1469, 2008. hit rate 0.065% among 280,000. Potency, µM (highest dose often 106 µM), inactives show at the highest dose activity change, negative = inhibition, most hits filed as inhibitors;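 also: plate controls were bound peptide for no effect and peptide without receptor for full effect; nearly all actives have a fitted effect of over 50% in size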
Target sequence (P10828 whole entry, looked up): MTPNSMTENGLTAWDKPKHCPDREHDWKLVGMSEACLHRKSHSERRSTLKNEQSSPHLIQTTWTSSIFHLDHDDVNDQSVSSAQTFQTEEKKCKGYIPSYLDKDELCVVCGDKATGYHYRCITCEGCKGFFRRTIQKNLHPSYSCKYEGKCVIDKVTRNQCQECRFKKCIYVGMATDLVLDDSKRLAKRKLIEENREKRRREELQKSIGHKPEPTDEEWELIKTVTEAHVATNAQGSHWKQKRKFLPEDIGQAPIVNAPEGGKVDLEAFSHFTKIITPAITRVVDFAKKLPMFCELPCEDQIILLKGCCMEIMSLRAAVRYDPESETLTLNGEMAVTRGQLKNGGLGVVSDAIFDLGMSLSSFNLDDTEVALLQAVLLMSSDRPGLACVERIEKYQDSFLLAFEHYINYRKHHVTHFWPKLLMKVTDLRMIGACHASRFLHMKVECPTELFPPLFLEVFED
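A fluorescence polarization screen tested compounds at multiple concentrations against complex formation between 0.6 uM TRb ligand-binding domain and 20 nM Texas Red SRC2 peptide, with 1 uM T3 present; readout after 5 hr.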
RECQ1 helicase – qHTS Assay for Inhibitors of RecQ-Like Dna Helicase 1 (RECQ1). ATP-dependent DNA helicase Q1 (Homo sapiens), P46063. RECQ1 DNA unwinding, red fluorescence kinetic read. Potency, µM (highest dose often 57.3 µM), for inactives: at the top dose activity, negative = inhibition, usual class: inhibitors. AID 2549, 2010. hit rate 0.54% among 240,000;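 also: plate controls were vehicle for no effect and no enzyme for full effect; nearly all actives have a fitted effect of over 30% in size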
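RECQ1T1 50 nM; forked duplex (20 bp + 30-nt ss tails) 200 nM, ATP 2 mM final; pH 8.0, 2 mM MgCl2, 2.5 ug/ml poly(dI-dC); 15 min compound preincubation; discontinuous kinetic read over 2 h at RT.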
RGS12 GoLoco inh – qHTS Assay for Inhibitors of RGS12 GoLoco Motif Activity (Red Fluorophore) | Gai1:RGS12 GoLoco peptide FP, rhodamine, 10 min | AID 880, 2007 | Guanine nucleotide-binding protein G(i) subunit alpha-1 (Homo sapiens), P63096 | hit rate 0.44% among 230,000 | Potency, µM (doses to about 61.6 µM), without a hit: top-dose activity, negative = inhibition, actives largely listed as inhibitors; active = well fitted inhibition curve with a large enough effect, not every such curve was filed as active; inactive = no such curve, though single readings can be large or run the other way; also: % is scaled to controls: 0 for no effect and ±100 for the full control effect; nearly all actives have a fitted effect of over 30% in size; many of its hits are not listed in these tables
Target sequence (P63096 whole entry, looked up): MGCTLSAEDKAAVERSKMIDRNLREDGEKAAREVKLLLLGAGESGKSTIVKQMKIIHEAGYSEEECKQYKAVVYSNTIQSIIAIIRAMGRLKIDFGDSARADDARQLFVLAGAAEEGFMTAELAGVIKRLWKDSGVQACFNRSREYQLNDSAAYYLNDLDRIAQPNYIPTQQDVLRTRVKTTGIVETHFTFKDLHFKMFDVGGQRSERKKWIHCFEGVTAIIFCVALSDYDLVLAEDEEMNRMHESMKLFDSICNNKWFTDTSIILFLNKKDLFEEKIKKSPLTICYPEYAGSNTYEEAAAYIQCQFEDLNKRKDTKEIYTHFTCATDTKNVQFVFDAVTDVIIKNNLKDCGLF
TR SRC2 fluor cs – Total Fluorescence Counterscreen for Inhibitors of the Interaction of Thyroid Hormone Receptor and Steroid Receptor Coregulator 2. TRb/SRC2 Texas Red total fluorescence interference. Potency, µM (series often up to 106 µM), for inactives: top-dose fluorescence change, negative = quenching. hit rate 0.29% among 280,000; active = well fitted curve in either direction with a large enough effect; inconclusive = small, poorly fitted or top-dose-only effect; also: % is scaled to controls: 0 for no effect and ±100 for the full control effect
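Flags fluorescent or light-absorbing compounds by total fluorescence, S + 2P, at 555 nm excitation and 632 nm emission. Mixture: 20 nM Texas Red SRC2 peptide, 0.6 uM human TRb LBD, 1 uM T3, 5% DMSO; compound exposure 5 h at ambient temperature.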
SMN2 splice up – qHTS Assay for Enhancers of SMN2 Splice Variant Expression | Potency, µM (doses to about 46.1 µM), for inactives: at the highest dose activity change, positive = activation, most hits filed as activators | hit rate 2.8% among 210,000 | HEK293 SMN2-luciferase splicing reporter, luminescence, 30-36 h; also: % of control where 0% means no effect; nearly all actives have a fitted effect of over 55% in size
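qHTS luciferase splicing reporter: luminescence rises when SMN2 exon 7 is included in transfected HEK293 cells. Compound exposure lasted 30-36 h at 37C, with 4.5 mM final sodium butyrate as control, followed by a ONE-Glo read.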
ALDH1A1 block – qHTS Assay for Inhibitors of Aldehyde Dehydrogenase 1 (ALDH1A1); Purified ALDH1A1, NADH fluorescence, propionaldehyde substrate; Potency, µM (doses to about 75.3 µM), for the others: at the top dose activity, negative = inhibition, usual class: inhibitors; hit rate 7.3% among 220,000; active = well fitted inhibition curve with a large enough effect, not every such curve was filed as active; inconclusive = small, poorly fitted or top-dose-only effect, or another doubt; inactive = no such curve, though single readings can be large or run the other way;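 also: plate controls were no enzyme wells and a reference inhibitor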
JMJD2E inh – qHTS Assay for Inhibitors of Human Jumonji Domain Containing 2E (JMJD2E); Lysine-specific demethylase 4E (Homo sapiens), B2RXH2; hit rate 1.6% among 230,000; Potency, µM (titrated, usually from 57.1 µM), for inactives: at the highest dose activity change, negative = inhibition, hits mostly inhibitors; AID 2147, 2009; JMJD2E catalytic domain, FDH-coupled NADH fluorescence (FDH is formaldehyde dehydrogenase); active = well fitted inhibition curve with a large enough effect, not every such curve was filed as active; inconclusive = small, poorly fitted or top-dose-only effect, or another doubt; inactive = no such curve, though single readings can be large or run the other way;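 also: 0% = wells with enzyme and -100% = buffer wells without enzyme; nearly all actives have a fitted effect of over 50% in size; many of its hits are not listed in these tables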
Starred values were filed as active, the others as inactive; i = inactive; ? = inconclusive; / = not tested or not shown; & = joins results of further samples; [ ] = dose if it differs, or a comment. Unless noted, calls follow the shape of the dose curve; as a rule, active = well fitted curve in the direction sought with a large enough effect; inconclusive = small, poorly fitted or top-dose-only effect, or another doubt; inactive = no such curve, though single readings can be large; an effect the other way counts as inactive or inconclusive. Potency is read from the fitted curve at half-maximal effect. A portion of the library; the hit share may differ from the screen's.

1	CCN1C(=O)c2cccc3c(NS(=O)(=O)c4ccc(NC(C)=O)cc4)ccc1c23
2	COc1cc(/C=C/C(=O)Nc2ccc3nc4n(c(=O)c3c2)CCCC4)cc(OC)c1OC
3	CN(C)c1ccc(-c2nc(Nc3ccncc3)c3ccccc3n2)cc1
4	CCCOC1CCCN(Cc2cn(C)nc2-c2ccccc2F)C1 (stereo not drawn)
5	COCCNc1nc(-c2cc(C)c(C)cc2C)cs1
6	CCN(CC)C(=O)Cn1c(=O)c2ccccc2n2c(=S)sc(-c3cccc(C)c3)c12
7	COc1cccc(NC(=S)NCCc2ccccn2)c1
8	Cn1c(=O)c2c(nc(SCC(=O)NC34CC5CC(CC(C5)C3)C4)n2C)n(C)c1=O
9	COc1ccc(C2/C=C\CN(C(=O)C3CCCCC3)CC(=O)N2Cc2ccc(F)cc2)cc1 (stereo not drawn)
10	CO/N=C/NC(=O)NOCc1c(Cl)cccc1Cl

entry no.,1,2,3,4,5,6,7,8,9,10
Lamin A splicing,?,/,?,1%[46 µM],/,-11%,/,6%,/,11%
TRb SRC2 PPI,1%,-1%,0%,-2%,0%,0%,5%,8%,4%&4%,-1%
RECQ1 helicase,14%,-7%,?,i,i,-9%,i,13%,0%,i
RGS12 GoLoco inh,7%,13%,2%,4%,6%,/,12%,-24%,7%,-8%
TR SRC2 fluor cs,2%,-7%,-11%,-1%,0%,-5%,-2%,1%,-1%&1%,1%
SMN2 splice up,?,/,11µM*,/,9%,/,12%,15%,/,-28%
ALDH1A1 block,?,1%,-5%,-2%,?,?,-11%,12%,/,3%
JMJD2E inh,2%,-7%,?,4%,-2%,5%,-10%,3%,5%,0%

Arranged by count of non-hydrogen atoms (ascending): some entries from above
4	CCCOC1CCCN(Cc2cn(C)nc2-c2ccccc2F)C1 (stereo not drawn)
1	CCN1C(=O)c2cccc3c(NS(=O)(=O)c4ccc(NC(C)=O)cc4)ccc1c23
2	COc1cc(/C=C/C(=O)Nc2ccc3nc4n(c(=O)c3c2)CCCC4)cc(OC)c1OC

entry no.,4,1,2
Lamin A splicing,1%[46 µM],?,/
TRb SRC2 PPI,-2%,1%,-1%
RECQ1 helicase,i,14%,-7%
RGS12 GoLoco inh,4%,7%,13%
TR SRC2 fluor cs,-1%,2%,-7%
SMN2 splice up,/,?,/
ALDH1A1 block,-2%,?,1%
JMJD2E inh,4%,2%,-7%

(further entries)
11	CCc1ccccc1N(C(=O)CCC(=O)Nc1cc(C)on1)C(C(=O)NC1CCCC1)c1ccco1 (stereo not drawn)
12	COc1cccc(NC(=O)c2ccc(CN3CCOCC3)cc2)c1
13	CCOC(=O)COc1cccc2c(=O)n(CC(=O)N3CCc4ccccc43)ccc12
14	CC(NC(=O)c1cc(-c2ccccc2)on1)c1ccccc1 (stereo not drawn)
15	CCc1ccccc1NC(=S)N1CCC(C(=O)c2ccc(F)cc2)CC1
16	NC(=O)c1c(NC(=O)c2ccccc2)sc2c1CCc1ccccc1-2
17	COc1cccc(Nc2ncc3nc(CCc4ccccc4)c(=O)n(CCC#N)c3n2)c1
18	O=C(NCc1ccccc1C(F)(F)F)C1CC(c2ccccc2C(F)(F)F)=NO1 (stereo not drawn)
19	CNc1ccccc1C(C)(C)c1cc(-c2cccc([N+](=O)[O-])c2)no1
20	COc1ccc(/C=C2\SC(=O)N=C2N)cc1

entry no.,11,12,13,14,15,16,17,18,19,20
Lamin A splicing,?,?,5%,-9%,-17%,-3%,/,/,-2%[46 µM],-10%
TRb SRC2 PPI,1%,-4%,0%,-8%,14%,-1%,/,9%,6%,2%[53 µM]
RECQ1 helicase,3%,i,-5%,0%,-6%,i,i,i,-8%,-3%
RGS12 GoLoco inh,-1%,10%,5%,-1%,2%,3%,39%[activator],3%,57%[activator],20%
TR SRC2 fluor cs,-1%,0%,1%,-1%,-2%,1%,/,-3%,-1%,-2%[53 µM]
SMN2 splice up,-12%,?,-6%,-1%,-38%[inhibitor],?,-8%,/,-47%[inhibitor],?
ALDH1A1 block,12%,10%,-5%,10%,-12%,?,-10%,/,1%,-3%
JMJD2E inh,11%,0%,-5%,-9%,3%,?,/,-1%,-9%,0%

21	CCOC(=O)Nc1ccc(S(=O)(=O)Nc2nccc(C)n2)cc1
22	CCOC(=O)C1=C(C)NC(=O)NC1c1cccc(O)c1 (stereo not drawn)
23	S=c1[nH]cnc2sc(-c3ccccc3)cc12
24	O=C(NCC1CCCN(Cc2cccc(C(F)(F)F)c2)C1)c1ccc(F)cc1 (stereo not drawn)
25	CN1C(=S)SC(N2OC3C(=O)N(c4ccccc4)C(=O)C3C2c2ccccc2)C1(C)C (stereo not drawn)
26	O=C(COC(=O)c1cnccn1)NCc1ccc(Cl)cc1
27	CC(C)COP(=O)(CNC(=O)CN1C(=O)c2ccccc2S1(=O)=O)OCC(C)C
28	Cc1ccc(N(C(=O)c2cccs2)C2C=CS(=O)(=O)C2)cc1 (stereo not drawn)
29	CCOC(=O)N1CCN(C(=O)c2cccc(OC)c2O)CC1
30	COc1ccc(Nc2ccccc2C(=O)O)cc1

entry no.,21,22,23,24,25,26,27,28,29,30
Lamin A splicing,5%,-5%,/,/,-15%,-2%[46 µM],-1%,10%,4%,-9%[46 µM]
TRb SRC2 PPI,-7%,-10%,-2%,-13%,-7%,2%,6%,7%,-4%,1%
RECQ1 helicase,-1%,9%,0%,i,-8%,0%,i,-2%,-8%,-3%
RGS12 GoLoco inh,-7%,-13%,1%,10%,10%,11%,6%,5%,4%,-2%
TR SRC2 fluor cs,-1%,-2%,-5%,0%,0%,-1%,-5%,-1%,-1%,2%
SMN2 splice up,21%,6%,/,-3%,14%,2%,5%,-3%,-9%,4%
ALDH1A1 block,4%,-7%,-10%,17%,-2%,-12%,4%,?,-6%,3%
JMJD2E inh,-1%,5%,-8%,-5%,14%,0%,-24%,6%,-13%,4%

31	CC(=C\C(=O)O)/C(=C\c1cccc2ccccc12)C(=O)O
32	Cc1cccc(C(=O)N2CCC(=O)N([C@H](COCc3cccc(C(F)(F)F)c3)Cc3ccccc3)CC2)c1
33	N#Cc1ccsc1NC(=O)CN1CCN(S(=O)(=O)c2cc(Cl)ccc2Cl)CC1
34	CCOCCCNC(=O)CS(=O)(=O)Cc1nc(-c2cccc(OC)c2)oc1C
35	CCCCc1ccc(-c2ccc(C)cc2O)nc1
36	O=[N+]([O-])c1ccc(S(=O)(=O)N/N=C/c2cccs2)cc1
37	COc1ccc2c(c1)[nH]c1c(=O)n(CCN3CCCC3)cnc12
38	COc1ccc(CN2CCN(C3CCSCC3)CC2CCO)c(C)c1C (stereo not drawn)
39	Cc1ccc(S(=O)(=O)NC(=O)Nc2c(C)n(C)n(-c3ccccc3)c2=O)cc1
40	COc1ccc(OC)c(NC(=O)CNC(=O)Cn2c(C)cc3ccccc3c2=O)c1

entry no.,31,32,33,34,35,36,37,38,39,40
Lamin A splicing,/,/,-11%,-11%,0%,10%,2%,/,-5%,6%
TRb SRC2 PPI,2%,6%,-11%,-22%,-10%,-2%,-10%,-9%,0%,-2%
RECQ1 helicase,-1%,?,-12%,-16%,-4%,-10%,7%,i,i,-11%
RGS12 GoLoco inh,-1%,20%,10%,4%,8%,3%,-14%,29%,8%,7%
TR SRC2 fluor cs,1%,-1%,?,2%,-3%,0%,-2%,-6%,1%,-3%
SMN2 splice up,/,/,-24%,-3%,22µM*,11%,49%,/,-8%,-19%
ALDH1A1 block,/,-3%[50.4 µM],?,?,-5%,?,5%,-6%,2%,-7%
JMJD2E inh,?,/,-4%,-25%,-2%,-17%,-18%,-12%,2%,-16%

41	CCOC(=O)C1=C(C)NC(=O)C(C(N)=O)C1c1ccccc1 (stereo not drawn)
42	O=C(/C=C/Nc1ccc(S(=O)(=O)Nc2cnc3ccccc3n2)cc1)c1ccccc1
43	CC1(C)NC(=O)N(CCCOc2ccc3c(c2)CCC3)C1=O
44	S=c1[nH]nc(-c2cc3c(s2)-c2ccccc2CC3)o1
45	Cc1cc(N2CCCCC2)nc(NCc2ccccc2)n1
46	Cc1ccc(NC(=O)N2CCC(C(N)=O)CC2)cc1
47	O=C(Nc1ccccc1Oc1ccccc1)C1CCCC1
48	O=C(N/N=C/c1cccnc1)NC12CC3CC(CC(C3)C1)C2

entry no.,41,42,43,44,45,46,47,48
Lamin A splicing,11%,/,?,-7%,?,-3%,4%,/
TRb SRC2 PPI,-15%,4%,-1%,0%,6%,2%,-4%,-8%
RECQ1 helicase,i,1%,0%,10%,i,i,-2%,8%
RGS12 GoLoco inh,-6%,4%,8%,2%,1%,-6%,9%,-5%
TR SRC2 fluor cs,-1%,0%,-2%,-13%,-5%,4%,0%,1%
SMN2 splice up,2%,/,-20%,14µM*,-10%,20%,-10%,/
ALDH1A1 block,-13%,/,-15%,?,?,0%,-1%,-13%
JMJD2E inh,0%,-5%,3%,?,2%,3%,-13%,3%
